S1P3 antag: S1P3 (human) receptor antagonism; CHO S1P3 NFAT-BLA reporter, FRET fluorescence, antagonist mode; inhibition, % at 4.98 µM; 170,000 compounds, 0.27% hits;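 active = inhibition above the plate cutoff, the mean inhibition of test wells on that plate plus 3 SD, cut at about 28% in these data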;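 note: cells challenged with S1P at its EC80 of 0.8 µM; blue over green emission ratio from cleaved BLA substrate after 4 h stimulation; 0% = S1P-stimulated wells and 100% = unstimulated DMSO-only wells; some compounds past the cut are filed as inactive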
ROMK mod: modulators of human ROMK potassium channel; Tet-inducible ROMK, thallium flux fluorescence; actives lie on both sides; B-score at 10 µM; 130,000 compounds, 2% hits; AID 1918;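 active = signal ratio slope over the read window, or its plate-corrected B-score, at least 3 SD from the plate mean, either direction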;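 note: B-score of the F/F0 ratio slope over 7 to 12 s after thallium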
PPARg SRC-3 ag: promotes SRC-3 coactivator recruitment by human PPARgamma; P37231; biochemical PPARgamma/SRC-3 coactivator recruitment assay; activation, % at 8 µM; 200,000 compounds, 0.26% hits; AID 731; in the data active = activation above about 23%;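 note: 0% = DMSO and 100% = reference agonist; some compounds past the cut are filed as inactive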
bIAP act: increases bovine intestinal alkaline phosphatase activity | purified bovine IAP, CDP-star luminescence, 30 min; hits give high values; fold of DMSO-control signal, blank-subtracted | activation factor at 20 µM | 200,000 compounds, 0.17% hits | AID 1016;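 active = activation factor of 2 or more at 20 µM, a signal rise over negative controls twice the positive control's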
TLR4-MyD88 BLA: TLR4-MyD88 interaction inhibition in cells; O00206+Q99836; HeLa CL3-4 TLR4/MyD88 BLA complementation, FRET ratio; inhibition, % at 8.4 µM; 200,000 compounds, 0.18% hits; in the data active = inhibition above about 25%;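 note: 0% = vehicle and 100% = reference inhibitor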
Target sequence (O00206 whole entry, looked up): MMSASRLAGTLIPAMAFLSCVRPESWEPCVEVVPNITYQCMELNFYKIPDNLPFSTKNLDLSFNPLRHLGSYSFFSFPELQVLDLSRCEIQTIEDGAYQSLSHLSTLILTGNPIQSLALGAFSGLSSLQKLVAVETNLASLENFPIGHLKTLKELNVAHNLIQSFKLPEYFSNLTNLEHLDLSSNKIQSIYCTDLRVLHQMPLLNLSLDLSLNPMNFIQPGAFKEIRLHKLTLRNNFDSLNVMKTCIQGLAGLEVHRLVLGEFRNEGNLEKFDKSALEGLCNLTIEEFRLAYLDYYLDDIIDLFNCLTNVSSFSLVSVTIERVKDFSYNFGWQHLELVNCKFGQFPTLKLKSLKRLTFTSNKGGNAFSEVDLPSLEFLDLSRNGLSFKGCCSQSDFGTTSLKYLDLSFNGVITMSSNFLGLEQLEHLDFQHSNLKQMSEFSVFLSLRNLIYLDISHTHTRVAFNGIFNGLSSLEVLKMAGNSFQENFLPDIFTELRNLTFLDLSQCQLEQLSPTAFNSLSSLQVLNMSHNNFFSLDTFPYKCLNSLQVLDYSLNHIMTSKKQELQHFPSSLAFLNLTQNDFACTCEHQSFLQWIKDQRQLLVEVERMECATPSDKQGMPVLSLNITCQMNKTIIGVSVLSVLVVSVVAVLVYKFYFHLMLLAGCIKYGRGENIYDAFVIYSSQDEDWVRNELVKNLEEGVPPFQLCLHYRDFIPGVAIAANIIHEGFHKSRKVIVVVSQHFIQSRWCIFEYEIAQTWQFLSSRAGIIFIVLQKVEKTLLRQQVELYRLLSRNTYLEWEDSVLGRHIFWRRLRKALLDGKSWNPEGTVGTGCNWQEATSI
Target sequence (Q99836 whole entry, looked up): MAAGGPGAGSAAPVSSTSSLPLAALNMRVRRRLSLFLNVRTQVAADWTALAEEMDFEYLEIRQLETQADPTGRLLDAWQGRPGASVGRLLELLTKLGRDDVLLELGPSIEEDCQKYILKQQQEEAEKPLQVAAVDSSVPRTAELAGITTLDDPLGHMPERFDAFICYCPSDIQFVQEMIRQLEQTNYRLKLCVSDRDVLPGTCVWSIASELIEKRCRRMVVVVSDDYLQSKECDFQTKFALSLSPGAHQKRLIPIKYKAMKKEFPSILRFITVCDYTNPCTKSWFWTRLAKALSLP
PPARg SRC1 recr: promotes SRC-1 coactivator recruitment by human PPARgamma; 200,000 compounds, 0.41% hits; P37231; PPARgamma-SRC-1 coactivator recruitment biochemical assay; activation, % at 8 µM; in the data active = activation above about 19%;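 note: 0% = DMSO and 100% = reference agonist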
bIAP inhibitor: intestinal alkaline phosphatase (bovine) inhibition; purified bovine IAP, CDP-star luminescence, 30 min; inhibition, % at 20 µM; 190,000 tested, under 10 active; AID 1019;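 active = over 50% inhibition of intestinal alkaline phosphatase at 20 µM in the single-dose screen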
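System: purified bovine intestinal alkaline phosphatase (IAP) enzyme; Input: IAP diluted 1/65,000,000 in the well; Measured by: CDP-star luminescence signal; Compound dosing: 20 µM single dose; Incubation: 30 min reaction at room temperature.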
PPARg SRC2 recr: PPARgamma-driven SRC-2 recruitment agonism; P37231; PPARgamma LBD-SRC-2 recruitment, biochemical; activation, % at 8 µM; 200,000 compounds, 0.34% hits; in the data active = activation above about 22%;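 note: 0% = vehicle and 100% = reference agonist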
DTT redox prof: compounds producing H2O2 with reducing agent – biochemical, NIH compound library profiling, artefact control for MLSCN library redox annotation, primary screen | 200,000 compounds, 0.03% hits | activation, % at 10 µM | DTT-dependent redox cycling H2O2, phenol red/HRP absorbance; 100% = 100 µM peroxide control, 0% = buffer | AID 878;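 active = activation of at least 50% relative to the plate's high and low controls in the primary single-dose screen; inactive = activation below 50%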;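 note: compound incubated with DTT at 0.8 mM final as the reducing agent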
SRC2 TRFRET art: counter-screen for PPARgamma SRC-2 recruitment agonists: TR-FRET artefact. TR-FRET ratio at 8 µM. hits give high values. AID 1049. 200,000 compounds, 0.4% hits; in the data active = TR-FRET ratio above about 2000; note: inactives centre near 1500; reference of the scale not given here
L major viab: inhibitors of Leishmania major promastigote growth. 200,000 compounds, 9% hits. inhibition, % at 10 µM. Leishmania major promastigotes, resazurin fluorescence viability; in the data active = inhibition above about 50%;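 note: promastigotes grown with compound for 44 hours at 28 °C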
Starred values were filed as active, the others as inactive; . = not tested or not shown.

SMILES	S1P3 antag	ROMK mod	PPARg SRC-3 ag	bIAP act	TLR4-MyD88 BLA	PPARg SRC1 recr	bIAP inhibitor	PPARg SRC2 recr	DTT redox prof	SRC2 TRFRET art	L major viab
Cn1c(=O)cc(SCC(=O)NCC2CCCO2)c2ccccc21 (stereo not drawn)	-24.9	.	78.1*	1	2.4	45.3*	0.8	49.3*	-1.6	2686*	-6.5
COc1ccc(CCNC(=O)Cn2c(=O)n(-c3ccc(F)cc3)c(=O)c3sccc32)cc1OC	6.9	0.992	0.0	0.9	-2.1	1.1	6.8	-0.1	-0.2	1520	-2.0
O=C(CO/N=C/c1ccccc1)N1c2ccccc2Oc2ccccc21	.	.	-4.9	0.9	-1.1	-4.0	14.2	-4.1	2.3	1616	3.6
CC(=O)c1c(C)[nH]c(C(=O)Nc2ccc(Cl)c(S(=O)(=O)N3CCOCC3)c2)c1C	2.2	0.401	1.8	1.4	-8.8	-2.3	-37.8	-3.6	0.3	1461	0.1
CN(Cc1nc(Cc2cccc(F)c2)no1)CC1CCOCC1	-8.2	-0.306	5.3	1.2	4.0	5.6	-19.3	2.5	-2.2	1494	-1.8
CCOC(=O)/C(C#N)=C/c1ccc(-c2ccsc2C(=O)OC)o1	.	.	6.4	0.9	6.4	7.7	12.0	13.5	-5.3	1587	0.2
Cn1c(CO)cnc1SCC(=O)c1ccc(Br)cc1	0.6	0.85	-1.4	1	7.8	-0.9	-4.8	10.5	11.5	1300	-6.9
Cc1oc2c(CN3CCCC3)c(O)ccc2c(=O)c1-c1ccc(Br)cc1	-29.3	-0.397	-1.5	1	-12.7	-7.3	-2.6	-2.1	0.1	1524	99.2*
Cc1csc2ncc(C(=O)N3CCc4ccccc43)c(=O)n12	1.1	.	8.9	.	-8.2	-4.8	.	-3.3	0.2	1322	-5.8
CCOC(=O)c1cc2c(=O)n3ccccc3nc2n(Cc2ccccc2)c1=N	.	.	-14.8	0.9	-5.1	5.4	6.8	0.9	2.4	1445	13.8
CN(Cc1ccon1)Cc1cn[nH]c1-c1ccc(-c2ccccc2)cc1	-18.5	-0.00311	6.3	1.4	-6.8	8.3	-36.1	10.5	0.2	1846	-1.4
O=C(CCN1C(=O)c2ccccc2C1=O)Nn1cnnc1	14.9	.	-3.4	0.9	6.5	-4.1	5.8	-3.2	-2.4	1361	-10.3
CN(C)S(=O)(=O)c1ccc(Cl)c(NC(=O)CSc2nnnn2-c2ccc(O)cc2)c1	-8.8	0.979	1.5	1	5.4	6.7	-1.7	-3.4	-1.0	2002*	2.0
COc1cc(OC)c(C(=O)NC2CC(C)(C)NC(C)(C)C2)cc1OC	-16.3	1.27	2.4	1	3.5	0.3	2.5	0.4	2.9	1464	9.6
CCCNS(=O)(=O)c1ccc(CCC(=O)Nc2ccc3c(c2)OCCO3)cc1	3.4	0.166	2.6	1.1	-15.8	-4.7	-8.9	3.6	-0.2	1495	-5.8
CC1CCCC(C)N1C(=O)CSc1nnc(NC(=O)Cc2cccs2)s1 (stereo not drawn)	-39.1	0.0939	4.8	1	-6.1	-1.6	4.1	1.3	0.2	1500	-2.7
CSc1cc(-c2ccccc2)n(Cc2ccc(Cl)cc2Cl)c(=O)c1C#N	.	0.192	10.6	0.5	-4.9	3.8	46.9	4.6	0.9	1519	-5.2
COCCn1c(-c2ccccc2)nc2ccccc21	-7.4	0.582	2.6	0.7	3.6	-2.6	34.4	10.0	-0.5	1680	7.6
O=C(O)c1cc2n(n1)C(C(F)(F)F)CC(c1ccccc1)N2 (stereo not drawn)	.	0.719	10.1	0.9	7.6	-0.3	8.9	2.9	-2.1	1607	3.6
O=[N+]([O-])c1ccc(-c2nnc(-c3ccccc3)c(N3CCOCC3)n2)cc1	.	0.13	5.2	0.9	7.1	9.8	11.0	5.2	-6.2	1592	-6.4

Some of the entries so far, in markdown:
| Compound | S1P3 antag | ROMK mod | PPARg SRC-3 ag | bIAP act | TLR4-MyD88 BLA | PPARg SRC1 recr | bIAP inhibitor | PPARg SRC2 recr | DTT redox prof | SRC2 TRFRET art | L major viab |
| --- | --- | --- | --- | --- | --- | --- | --- | --- | --- | --- | --- |
| Cn1c(CO)cnc1SCC(=O)c1ccc(Br)cc1 | 0.6 | 0.85 | -1.4 | 1 | 7.8 | -0.9 | -4.8 | 10.5 | 11.5 | 1300 | -6.9 |
| Cc1oc2c(CN3CCCC3)c(O)ccc2c(=O)c1-c1ccc(Br)cc1 | -29.3 | -0.397 | -1.5 | 1 | -12.7 | -7.3 | -2.6 | -2.1 | 0.1 | 1524 | 99.2* |

(next part)
SMILES	S1P3 antag	ROMK mod	PPARg SRC-3 ag	bIAP act	TLR4-MyD88 BLA	PPARg SRC1 recr	bIAP inhibitor	PPARg SRC2 recr	DTT redox prof	SRC2 TRFRET art	L major viab
Cc1[nH][nH]c(=O)c1C(c1ccc(-c2ccc(Cl)c(Cl)c2)o1)c1c(C)[nH][nH]c1=O	.	-2.13	6.1	1.4	-8.3	1.9	-39.5	7.2	0.2	1599	100.2*
Cc1ccccc1-n1c(SCC(=O)c2c(N)n(C)c(=O)n(C)c2=O)nnc1-c1cccnc1	9.8	0.0196	-1.1	0.7	6.3	1.4	25.1	1.6	-0.1	1451	-6.2
CC1CCCCC1NC(=O)c1nnc(Cc2ccc(Cl)cc2)o1 (stereo not drawn)	11.6	-1.13	1.6	1.1	-9.4	1.0	-9.7	-1.0	0.6	1536	-9.1
CCn1c2ccccc2c2cc(NC(=O)Cc3ccc(S(=O)(=O)N4CCOCC4)s3)ccc21	-9.8	.	-4.9	0.9	-12.3	-0.9	10.7	-3.6	4.0	1413	81.2*
O=C(CSc1nnc(-c2csc3c2CCCC3)o1)Nc1ccccc1	10.0	.	2.4	1.2	-10.1	2.8	-18.0	-5.6	0.4	1484	6.9
CCOC(=O)CSc1ccc(S(=O)(=O)N2CCC(C)CC2)cc1[N+](=O)[O-]	4.2	0.721	3.5	0.9	-4.4	-0.3	5.4	2.0	0.0	1514	-4.8
COc1c(OC(C)=O)ccc(/C=C/c2ccc3cccc(OCc4ccccc4)c3n2)c1[N+](=O)[O-]	-9.9	0.141	0.7	0.8	-16.2	2.2	24.8	6.6	0.4	1605	62.4*
CN(CC(=O)Nc1ccc(Cl)cc1)C(=O)c1cccc(S(=O)(=O)N(C)C)c1	0.3	.	6.8	0.9	2.8	8.2	6.6	9.2	0.3	1644	-1.6
COc1cccc(CN(C)CC(=O)Nc2ccccc2C(=O)Nc2ccccc2)c1OC	6.2	-0.0515	-1.6	0.9	4.3	10.0	13.9	0.9	-0.1	1517	34.5
Cc1ccc(S(=O)(=O)Nc2ccc(-c3nc4cc(NS(=O)(=O)c5ccc(C)cc5)ccc4o3)cc2)cc1	.	0.19	-0.6	1.1	0.4	-1.1	-9.0	0.2	0.4	1448	98.5*
OCCC1CN(Cc2nc3ccccc3s2)CCN1C1CCCC1 (stereo not drawn)	-2.8	-0.522	-1.5	1.2	0.9	-11.2	-24.5	-7.6	0.7	1479	66.8*
CCN(CC)S(=O)(=O)c1ccc2c(c1)[nH]c(=S)n2CC	-65.1	0.498	4.7	1.4	5.5	3.1	-40.4	2.4	0.0	1396	-3.2
O=C(COC(=O)C1=COCCO1)Nc1ccc2c(c1)OCO2	2.1	.	-3.7	1	-9.9	4.7	4.9	11.3	1.7	1625	-9.8
CCCCOC(=O)Nc1sc2c(c1C(=O)OC)CCC2	-12.1	0.708	2.7	0.9	3.5	1.3	8.8	8.2	0.3	1561	-4.7
Cc1nnc(NC(=O)CC(NC(=O)C(F)(F)F)c2ccccc2)s1 (stereo not drawn)	5.7	.	-1.2	0.7	4.7	-0.2	29.5	-3.0	0.4	1617	-2.7
Cc1nn(C)c(N)c1-c1ccccc1	5.0	0.0724	-1.3	1	-3.6	5.5	-1.3	2.9	0.1	1505	-8.4
CCNC(=S)N(CCc1c(C)[nH]c2ccc(C)cc12)Cc1cc(OC)c(OC)c(OC)c1	-6.2	-1.96	9.0	0.9	1.7	9.0	10.7	14.1	0.8	1527	12.5
O=C(O)C1CC=CCC1C(=O)N1CCc2ccccc21 (stereo not drawn)	.	-0.0386	-7.6	1	11.0	8.0	-1.7	3.7	0.4	1610	-6.2
Cc1ccc(CN2CCN(Cc3cnc(N(C)C)s3)CC2CCO)o1 (stereo not drawn)	5.7	0.645	1.9	1.1	-3.0	-6.7	-5.1	-1.8	0.1	1597	-3.7
O=[N+]([O-])c1ccccc1S(=O)(=O)Oc1ccccc1/C=N/n1cnnc1	-2.5	0.882	4.7	0.7	-0.6	1.4	32.0	-8.8	0.3	1478	72.2*
Cc1ccc(Cl)c2c1NC(=O)C2(O)CC(=O)c1ccc(F)cc1 (stereo not drawn)	.	.	10.7	0.9	7.2	-3.8	5.0	-7.0	-4.8	1444	-1.0
CCCOc1ccccc1C1NC(=O)NC(C)=C1C(=O)OCCOC (stereo not drawn)	.	-0.373	-2.4	0.9	-1.7	4.1	6.0	7.3	0.8	1418	-0.3
CSc1ccc(CN(C)CC(=O)Nc2ccc(C)cc2Br)cc1	-11.3	0.106	-1.1	0.7	1.9	-7.5	26.8	-7.7	1.0	1644	5.6
COc1ccc(CNC(=O)CS(=O)CC(=O)O)cc1OC (stereo not drawn)	-17.0	0.74	-4.3	1.2	6.5	-2.1	-17.6	1.4	-1.5	1627	-9.2
CCOC(=O)N1CCC(NC(=O)c2ccc3snnc3c2)CC1	8.3	.	3.1	0.9	12.8	1.5	8.7	-1.1	-2.8	1608	-7.0
CCOCCCn1c(-c2ccc(Cl)cc2)n[nH]c1=S	.	.	7.4	1.2	-2.3	4.2	-22.3	-3.7	0.2	1479	1.6
COC(=O)C1=C(C)NC(=S)NC1c1ccc(-c2ccccc2C(=O)OC)o1 (stereo not drawn)	-4.8	.	-5.1	0.9	4.6	2.1	10.3	6.9	0.1	1460	4.6
O=C(NC(=S)N1CCCc2ccccc21)c1ccc(Cl)cc1	-1.7	-0.0855	2.8	1.2	-14.4	-2.5	-18.1	4.5	-0.3	1485	64.2*
O=C(NCc1ccncc1)C(=O)Nc1ccc2c(c1)OCO2	2.1	-0.173	0.5	1.1	-4.4	1.7	-7.4	12.6	-1.5	1718	0.4
CCCCOc1ccc(NC(=O)[C@@H]2CCCN2C(=O)C2CCN(S(=O)(=O)c3ccc(C)cc3)CC2)cc1	-13.1	-1.67	3.0	0.9	-14.8	13.7	5.1	12.4	0.1	1764	24.5
COC(=O)c1ccc(/C=N\NC(=O)CC(=O)NCCc2ccccc2)cc1	-1.6	0.0793	5.0	0.9	4.8	-3.5	9.6	-1.2	-0.1	1548	-6.6
CCCOC(=O)c1ccc(O)c(OC)c1	-8.8	.	1.3	1.1	12.7	6.8	-6.1	5.4	0.1	1733	-3.2
COc1cc(C)nc(Oc2ccc(OCCOc3ccccc3)nn2)n1	-1.4	0.595	3.1	1.1	-0.4	-2.3	-11.8	-2.0	-0.5	1563	-2.8
COc1ccc(Cn2c(C)c(C)c(C#N)c2NC(=O)Nc2cccc(C)c2)cc1	.	.	3.0	1.1	3.7	1.2	-9.0	3.4	-2.4	1438	16.6
Cc1ccccc1OCC(=O)NN1CCN(C)CC1	-6.3	.	0.8	1	0.4	2.4	2.3	-5.6	0.4	1524	-2.1
Cc1ccccc1-n1c(-c2csc(C)c2C)n[nH]c1=S	-19.9	.	4.7	0.9	-14.6	4.5	5.2	9.7	-0.3	1448	-3.2

Screening data: PubChem, several laboratories

No enrichment for hits; any-hit rate near 11%.
